PME-1 inh – PME-1 (human) inhibition. Q9Y570. recombinant PME-1, FP-Rh probe fluorescence polarization. inhibition, % at 5.9 µM. 320,000 compounds, 0.53% hits;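 active = inhibition above the campaign mean of all compounds plus 3 SD, cut at about 26% in these data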;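 also: competitive labeling of PME-1 active site by serine hydrolase directed probe; 0% = PME-1 with DMSO and 100% = wells lacking PME-1 enzyme; inhibitors block probe labeling so polarization falls and inhibition rises; many of its hits are not listed in these tables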
PAFAH1B2 FP inh – inhibitors of human PAFAH1B2; 340,000 compounds, 1.2% hits; recombinant PAFAH1B2, FP-rhodamine activity probe, fluorescence polarization; inhibition, % at 3.39 µM; P68402;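 active = inhibition above the mean of all tested compounds plus 3 SD, cut at about 24% in these data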;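 also: 0% = enzyme with DMSO and 100% = wells lacking PAFAH1B2; many of its hits are not listed in these tables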
PAFAH1B3 inh – inhibitors of human PAFAH1B3; Q15102; recombinant PAFAH1B3, FP-rhodamine probe, fluorescence polarization; inhibition, % at 3.39 µM; 340,000 compounds, 0.28% hits; AID 492972;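 active = inhibition above the screen-wide average of all tested compounds plus 3 SD, cut at about 25% in these data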;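 also: 0% = enzyme with DMSO only and 100% = wells lacking PAFAH1B3 protein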
PAD4 FP inh – inhibitors of human PAD4. recombinant PAD4, RCA probe fluorescence polarization. inhibition, % at 6.36 µM. 330,000 compounds, 0.41% hits;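 active = percent inhibition above a cutoff equal to the mean of all tested compounds plus 3 SD, cut at about 15% in these data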;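 also: 0% = PAD4 with RCA probe and DMSO and 100% = probe without PAD4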
LYPLA1 counter – counter-screen for PME1 inhibitors: inhibitors of human LYPLA1. inhibition, % at 5.9 µM. 320,000 compounds, 0.16% hits. AID 2174. recombinant LYPLA1, FP-Rh probe fluorescence polarization;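 active = inhibition above the mean of all tested compounds plus 3 SD, set per campaign, cut at about 14% in these data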;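 also: inhibitors block serine hydrolase probe labeling of LYPLA1 so polarization falls; 0% = enzyme with DMSO and 100% = wells lacking LYPLA1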
GSTO1 inh – GSTO1 inhibition, counter-screen for RBBP9 inhibitors; 300,000 compounds, 1.1% hits; P78417; recombinant GSTO1, activity-based probe fluorescence polarization; inhibition, % at 5.96 µM; AID 1974;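 active = inhibition above the campaign mean inhibition plus 3 SD, cut at about 35% in these data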;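 also: 0% = GSTO1-1 with DMSO and 100% = wells lacking GSTO1-1 enzyme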
Target sequence (P78417 whole entry, looked up): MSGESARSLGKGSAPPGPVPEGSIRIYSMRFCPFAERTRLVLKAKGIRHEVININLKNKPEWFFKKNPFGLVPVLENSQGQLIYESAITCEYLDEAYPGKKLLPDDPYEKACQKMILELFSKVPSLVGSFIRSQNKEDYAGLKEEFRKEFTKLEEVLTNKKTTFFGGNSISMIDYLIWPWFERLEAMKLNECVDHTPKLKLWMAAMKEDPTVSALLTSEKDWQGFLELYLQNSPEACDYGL
LYPLA2 counter – LYPLA2 (human) inhibition in PME1 counter-screen; O95372; recombinant LYPLA2, FP-Rh probe fluorescence polarization; 320,000 compounds, 0.38% hits; inhibition, % at 5.9 µM;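 active = inhibition above the screen-wide mean plus 3 SD, limit set per campaign, cut at about 26% in these data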;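 also: 0% = LYPLA2 with DMSO and 100% = wells lacking LYPLA2 enzyme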
Target sequence (O95372 whole entry, looked up): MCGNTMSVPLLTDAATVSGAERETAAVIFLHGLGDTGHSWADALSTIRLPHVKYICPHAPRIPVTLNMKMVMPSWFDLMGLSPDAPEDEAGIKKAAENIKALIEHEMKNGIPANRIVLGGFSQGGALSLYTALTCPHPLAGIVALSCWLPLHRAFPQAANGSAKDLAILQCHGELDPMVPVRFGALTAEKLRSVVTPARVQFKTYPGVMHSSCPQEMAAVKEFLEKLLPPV
PREPL inhibitor – human PREPL enzyme inhibition. recombinant PREPL, fluorescence polarization activity-based probe. 320,000 compounds, 0.68% hits. inhibition, % at 5.96 µM. Q4J6C6; in the data active = inhibition above about 43%;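 also: 0% = enzyme with DMSO and 100% = wells lacking enzyme; many of its hits are not listed in these tables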
pPAFAH FP inh – inhibitors of human plasma PAF acetylhydrolase (pPAFAH); inhibition, % at 3.39 µM; 330,000 compounds, 1.5% hits; recombinant pPAFAH, FP-rhodamine probe fluorescence polarization; Q13093;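 active = inhibition above the mean inhibition across the screen plus 3 SD, cut at about 25% in these data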;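 also: inhibitors block binding of the rhodamine activity-based probe so polarization drops; 0% = enzyme with DMSO and 100% = wells lacking pPAFAH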
Target sequence (Q13093 whole entry, looked up): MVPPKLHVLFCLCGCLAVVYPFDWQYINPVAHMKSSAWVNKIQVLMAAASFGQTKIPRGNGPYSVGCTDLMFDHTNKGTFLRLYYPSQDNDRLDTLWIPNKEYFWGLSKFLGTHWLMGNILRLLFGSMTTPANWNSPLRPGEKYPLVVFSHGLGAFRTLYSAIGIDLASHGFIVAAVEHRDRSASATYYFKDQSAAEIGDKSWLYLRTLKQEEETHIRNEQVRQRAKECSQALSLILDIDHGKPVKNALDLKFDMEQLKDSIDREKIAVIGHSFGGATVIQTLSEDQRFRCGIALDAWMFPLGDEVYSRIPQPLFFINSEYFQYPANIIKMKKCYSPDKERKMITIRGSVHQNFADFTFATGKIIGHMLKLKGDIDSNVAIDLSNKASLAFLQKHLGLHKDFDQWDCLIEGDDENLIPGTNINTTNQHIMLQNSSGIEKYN
* hit, by the source's call; nt = no result given; & = joins results of further samples. Some of the compounds tested; count on the stated rates, not on these rows.

Every second line gives: LYPLA2 counter	PAD4 FP inh	PAFAH1B2 FP inh	PAFAH1B3 inh	GSTO1 inh	PREPL inhibitor	PME-1 inh	pPAFAH FP inh	LYPLA1 counter
1. COc1cc(CNC2CCCCC2OC)cc(OC)c1 (configuration not stated)
    1.4	-6.1	0.1	2.0	6.3	6.1	-8.4	4.6	-1.9
2. CN1CCN(C(=S)c2cn(Cc3cccc(F)c3)c3ccccc23)CC1
    2.9	-1.9	1.1	10.0	9.9	37.6	0.3	2.4	-0.1
3. COc1cccc(CC(=O)Nc2ccc3c(c2)CCC3)c1
    -4.5	-7.0	-2.7	-2.2	6.5	2.8	-4.9	4.8	-2.8
4. S=C(Nc1ccccc1Cl)NC1CC2CCCC(C1)N2C1CC1 (configuration not stated)
    -0.7	-2.1	2.9	12.5	8.0	7.0	4.8	6.5	-0.6
5. CC(C(=O)Nc1ccccc1)N(c1cccc(Cl)c1)S(C)(=O)=O (configuration not stated)
    6.3	-1.7	-0.2	10.3	-2.0	5.9	-3.2	2.6	3.8
6. COc1ccc(S(=O)(=O)NCC(=O)N(CC2CCCO2)C(C(=O)NC2CCCC2)C(C)C)cc1 (configuration not stated)
    2.7	4.2	6.1	-0.3	-3.0	1.3	-2.2	4.1	2.1
7. CC1(C)N=C(N)NC(Nc2cccc(Br)c2)=N1
    -1.3	0.8	-0.5	-1.6	1.4	-2.2	-1.9	-3.6	-0.8
8. COc1ccc(-c2nnn(Cc3nc(N)nc(N4CCOCC4)n3)n2)cc1OC
    3.0	4.7	2.8	2.0	5.8	-1.7	4.9	1.2	2.2
9. NC(=O)c1ccccc1NC(=O)/C=C/C(=O)O
    -6.9	-4.0	2.5	3.0	-1.7	-12.8	-0.7	-0.2	2.6
10. CCc1cc(C(=O)Nc2ccccc2)cs1
    -4.0	-1.3	-3.8	-1.6	1.2	5.6	-5.2	-7.8	0.4
11. CSc1ccc(S(=O)(=O)NCC(=O)OC2CCOC2=O)cc1[N+](=O)[O-] (configuration not stated)
    2.5	-0.4	3.2	1.0	-7.2	3.6	-2.2	1.3	1.9
12. Cc1c(NS(=O)(=O)c2cccc(C(=O)N3CCC(C)CC3)c2)c(=O)n(-c2ccccc2)n1C
    nt	-0.5	6.1	7.2	nt	10.8	nt	-2.3	nt
13. COc1cc(OC)cc(C(=O)Nc2ccn(C)n2)c1
    0.0	1.8	4.9	7.9	nt	-4.0	-0.7	2.8	-0.5
14. O=C(c1ccc(F)cc1)C(C(=O)N1CCCCC1)n1ccccc1=O (configuration not stated)
    8.6	-5.0	-1.5	0.5	7.8	3.4	-6.6	0.1	3.4
15. Cc1ccc(S(=O)(=O)N2CCN(C(=O)COC(=O)CNC(=O)c3ccccc3)CC2)c(C)c1
    6.0	-0.3	-5.6	4.8	1.4	-2.1	6.2	4.2	3.8
16. CC(=O)C(Sc1ncnc2sc3c(c12)CCCC3)C(C)=O
    -2.0	-1.6	3.2	3.7	6.0	10.4	1.5	6.2	-5.1
17. CC(C)CC(CO)N1CCN(C(=O)c2ccc(Cl)cc2Cl)CCC1=O (configuration not stated)
    3.0	0.2	-0.8	8.5	7.6	11.4	1.9	3.0	-0.9
18. O=C(CSc1nnc(COc2ccc(F)cc2)o1)N1CCCCC1
    -1.5	5.1	3.7	12.8	5.2	7.7	-2.9	8.6	-0.2
19. COc1cccc(Cn2nnc(C(=O)NCc3ccc(F)cc3)c2N)c1
    -0.8	-2.0	-4.6	10.2	2.6	1.8	0.2	3.4	-2.5
20. COc1ccccc1C(=O)NC(=O)COc1ccc([N+](=O)[O-])cc1
    2.4	-2.8	3.9	11.3	13.3	3.1	5.6	2.4	1.8
21. Cc1cccc2sc(N(CCCN(C)C)C(=O)c3nc4ccccc4s3)nc12
    4.6	1.0	4.2	0.5	-2.4	-1.0	-2.8	2.6	-0.5
22. COc1ccc2c(c1)CC(C)C/C2=N\NC(=O)c1ccco1 (configuration not stated)
    2.8	0.1	4.0	-1.0	10.2	10.1	3.2	-2.7	-4.0
23. O=C(CSc1nnc(-c2ccncc2)n1-c1ccccc1)NCC1CCCO1 (configuration not stated)
    2.5	-0.8	2.6	4.0	nt	9.3	-1.1	-2.9	1.0
24. S=C(NCCC(c1ccccc1)c1ccccc1)Nc1cccc(Cl)c1
    -91.3	-3.9	-33.0	-64.6	-41.2	-5.7	-77.8	-45.5	-43.8
25. O=Cc1c(Sc2ccccc2)nc2ccccn2c1=O
    -0.3	-0.7	-2.7	9.5	-2.0	9.0	3.2	2.1	-3.7
26. COC(=O)CNC(c1ccccc1)c1cc(C)ccc1NC(=O)c1cccc(Cl)c1 (configuration not stated)
    -6.7	-2.1	-1.1	0.2	2.5	1.7	-10.4	2.1	-5.8
27. CC(C)(C)NC(=O)CN(C(=O)CS(=O)CC(=O)Nc1ccc(F)cc1)c1ccccc1 (configuration not stated)
    -7.8	-2.6	5.5	-1.0	2.5	9.8	3.1	-1.1	-2.4
28. NC(=O)N1c2ccccc2C=Cc2ccccc21
    -2.6&-1.0	-3.9&-1.7	-4.9&0.9	6.0&6.0	1.6	-1.4&-5.1	3.4&2.3	0.4&-2.3	-2.5&2.2
29. Cc1ccc(S(=O)(=O)N2CCC(C(=O)Nc3cccnc3)CC2)cc1
    nt	-6.4	10.9	6.4	nt	14.9	nt	1.4	nt
30. O=C(Nc1ccc(Oc2ccc(NC(=O)c3ccco3)c(NC(=O)c3ccco3)c2)cc1)c1ccco1
    -51.2	-3.7	-7.5	-0.8	-26.4	-32.8	-39.8	-11.5	-28.3

Reprinted from the part before: 2 compounds; new compounds follow.
Every second line gives: LYPLA2 counter	PAD4 FP inh	PAFAH1B2 FP inh	PAFAH1B3 inh	GSTO1 inh	PREPL inhibitor	PME-1 inh	pPAFAH FP inh	LYPLA1 counter
29. Cc1ccc(S(=O)(=O)N2CCC(C(=O)Nc3cccnc3)CC2)cc1
    nt	-6.4	10.9	6.4	nt	14.9	nt	1.4	nt
30. O=C(Nc1ccc(Oc2ccc(NC(=O)c3ccco3)c(NC(=O)c3ccco3)c2)cc1)c1ccco1
    -51.2	-3.7	-7.5	-0.8	-26.4	-32.8	-39.8	-11.5	-28.3
31. O=C(CCSc1nc2ccccc2o1)N1CCOCC1
    -4.2	-2.4	0.5	11.3	5.0	4.3	-2.1	5.0	-3.2
32. CC(C)(C)OC(=O)N1CCCN(C(=O)Nc2ccc(OC(F)(F)F)cc2)CC1
    -4.6	1.3	-0.2	0.1	0.6	15.8	-2.1	2.0	5.2
33. Cn1c(Cn2cnc(Cl)c2Cl)nc2ccccc21
    -7.3	-5.0	-1.1	3.2	1.7	4.5	3.1	1.8	5.0
34. O=C1CCCCN1CCCC(=O)N1CCCC(Nc2ccc(F)cc2)C1 (configuration not stated)
    0.4	1.7	4.2	2.4	10.7	16.1	-8.1	0.1	-0.9
35. CN(C)c1ccc(/C=C/c2ccc3ccccc3[n+]2C)cc1
    -33.4	-27.9	-8.7	-20.9	-9.5	26.7	-42.1	-4.6	-20.2
36. c1ccc2cc3[nH]c(CN4CCOCC4)nc3cc2c1
    -2.3	-0.9	4.2	14.8	1.3	14.6	2.9	1.8	2.1
37. CCC(=O)Nc1ccc(Oc2ccc3c(c2)C(=O)N(c2ccc(O)cc2)C3=O)cc1
    -6.1	-7.2	0.8	-3.7	-3.2	-11.4	-8.8	2.2	-1.5
38. CC#CCc1cc2ccccc2c(=O)o1
    -0.8	-3.4	-3.9	4.0	19.7	10.3	1.5	4.5	-1.0
39. COc1n[nH]c(C(=O)NCc2ccccc2)c1[N+](=O)[O-]
    6.1	-2.0	6.8	6.8	6.1	-1.7	-1.7	-1.3	2.0
40. CCCCn1cnc(C(=O)OCC)c1N
    -5.8	-0.1	3.9	8.8	0.3	-0.9	-6.3	3.7	-5.4
41. O=C(Nc1nc2c(s1)CN(Cc1ccccc1)CC2)C1CCC1
    5.6	0.5	-0.2	4.7	8.1	11.5	-2.0	-0.7	6.2
42. CC(=O)NC(C1C(=O)CC(C)(C)CC1=O)(C(F)(F)F)C(F)(F)F
    5.0	-0.1	2.5	-1.0	0.9	18.4	-3.0	6.7	0.7
43. CC(=NCc1ccccc1)C1=C(O)COC1=O
    1.4	0.1	-0.7	3.7	-7.6	5.1	-0.9	1.9	3.4
44. COc1ccc(C)cc1S(=O)(=O)NC1CCCC1
    6.4	-0.1	0.4	6.3	4.6	-2.1	-0.8	6.8	5.4
45. COc1cc(/C=N/NC(=O)c2ccc3nc[nH]c3c2)ccc1O
    2.4	-7.1	1.3	3.5	1.1	4.4	-0.9	-2.1	-0.8
46. CC1CCCN(C(=O)CN2CCN(C(=O)c3ccco3)CC2)C1 (configuration not stated)
    -9.6	2.9	-0.5	8.8	6.5	-1.2	-6.7	-8.2	-0.8
47. O=C(CN1C(=O)NC2(CCCCC2)C1=O)N1CCc2ccccc2C1
    -3.5	-3.9	1.1	-0.1	-3.3	-6.9	-3.5	-8.6	1.5
48. C#CCOc1ccccc1CNC1CCN(Cc2ccccc2)CC1
    10.7	-2.3	-3.5	2.1	-0.3	1.1	3.1	-3.2	4.5
49. Nc1cccc2c1C(=O)N(C(=O)c1ccc(Cl)c(S(=O)(=O)N3CCCCCC3)c1)C2=O
    -3.2	0.4	12.6	-2.6	16.7	19.1	-1.8	-0.4	-5.0
50. COc1ccc(CNC(=O)CN(C(=O)CCC(=O)Nc2ccccn2)c2ccc(C)cc2)cc1
    -9.9	-0.4	-1.4	3.6	0.1	-24.3	1.8	6.9	-6.1
51. [O-][N+]12CC[N+]([O-])(CC1)c1ccccc12
    -1.2	-0.2	2.5	-3.8	3.1	3.7	-2.6	3.3	-1.1
52. CC(=O)N1c2c(cc(Br)cc2S(=O)(=O)N2CCOCC2)CC1C (configuration not stated)
    6.0	-8.0	-0.4	7.1	5.2	-6.1	4.4	0.9	2.9
53. COc1ccc(-c2nc(SC(C)C(=O)c3c(N)n(C)c(=O)n(C)c3=O)n[nH]2)cc1 (configuration not stated)
    -6.5	-1.2	0.1	-1.3	nt	4.1	0.1	3.3	-0.6
54. COc1cc(C(=O)COC(=O)c2cccs2)cc(OC)c1OC
    nt	-10.7	-0.1	-0.2	nt	15.1	nt	-5.5	nt
55. c1ccc2c(-c3[nH]ncc3CNCCCn3ncc4ccccc43)cccc2c1
    0.0	-0.4	-0.3	1.5	-1.8	-20.9	5.2	3.4	-0.1

Screening data deposited in PubChem by The Scripps Research Institute Molecular Screening Center.
